Screening data: PubChem, The Scripps Research Institute Molecular Screening Center
FBW7 act: human FBW7 E3 ligase activation, primary screen. 650,000 compounds, 0.13% hits. Q969H0. normalized activity (activation), % at 26.1 µM. AlphaScreen FBW7–phospho-cyclin E peptide binding, activator screen; in the data active means normalized activity above about 1.9%;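 further: purified mutant Fbw7 with reduced substrate affinity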
Target sequence (Q969H0 whole entry, looked up): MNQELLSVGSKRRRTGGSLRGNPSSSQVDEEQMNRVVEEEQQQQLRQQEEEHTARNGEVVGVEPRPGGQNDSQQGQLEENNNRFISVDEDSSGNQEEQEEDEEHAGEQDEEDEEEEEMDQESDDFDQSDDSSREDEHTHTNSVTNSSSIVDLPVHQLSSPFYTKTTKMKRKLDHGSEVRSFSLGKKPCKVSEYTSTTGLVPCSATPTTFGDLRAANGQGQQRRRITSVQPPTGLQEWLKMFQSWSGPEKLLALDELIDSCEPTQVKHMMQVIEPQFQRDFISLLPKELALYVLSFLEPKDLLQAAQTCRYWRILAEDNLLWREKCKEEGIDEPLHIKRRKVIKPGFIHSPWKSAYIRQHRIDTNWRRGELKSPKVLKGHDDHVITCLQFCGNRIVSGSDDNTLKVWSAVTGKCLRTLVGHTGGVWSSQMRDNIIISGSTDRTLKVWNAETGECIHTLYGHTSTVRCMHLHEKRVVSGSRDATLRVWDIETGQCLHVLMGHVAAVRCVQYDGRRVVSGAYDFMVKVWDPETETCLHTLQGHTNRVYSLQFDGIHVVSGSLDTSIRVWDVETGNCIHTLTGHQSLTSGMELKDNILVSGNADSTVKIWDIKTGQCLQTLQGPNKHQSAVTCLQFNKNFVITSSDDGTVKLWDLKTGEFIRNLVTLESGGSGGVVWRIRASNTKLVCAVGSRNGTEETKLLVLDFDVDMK
MITF inh: human MITF inhibition, primary screen. O75030. AlphaScreen MITF homodimerization, bead proximity signal. inhibition, % at 2.6 µM. 650,000 compounds, 0.91% hits. AID 1259374; in the data active means inhibition above about 50%;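 further: 0% = vehicle wells with protein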
TEAD-YAP inh: TEAD-YAP interaction inhibition; HEK-TIYL cells, TEAD-Gal4/YAP UAS-luciferase luminescence; inhibition, % at 9.12 µM; 640,000 compounds, 1.4% hits; AID 1259422; in the data active means inhibition above about 32%;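 further: 0% = median of test compound wells and 100% = reference inhibitor wells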
GPR151 activ: activators of human GPR151 | 650,000 compounds, 1% hits | PathHunter beta-arrestin GPR151 cells, luminescence | activation, % at 11.2 µM | Q8TDV0; in the data active means activation above about 4.9%;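 further: 0% = median of compound wells and 100% = cells with positive control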
Target sequence (Q8TDV0 whole entry, looked up): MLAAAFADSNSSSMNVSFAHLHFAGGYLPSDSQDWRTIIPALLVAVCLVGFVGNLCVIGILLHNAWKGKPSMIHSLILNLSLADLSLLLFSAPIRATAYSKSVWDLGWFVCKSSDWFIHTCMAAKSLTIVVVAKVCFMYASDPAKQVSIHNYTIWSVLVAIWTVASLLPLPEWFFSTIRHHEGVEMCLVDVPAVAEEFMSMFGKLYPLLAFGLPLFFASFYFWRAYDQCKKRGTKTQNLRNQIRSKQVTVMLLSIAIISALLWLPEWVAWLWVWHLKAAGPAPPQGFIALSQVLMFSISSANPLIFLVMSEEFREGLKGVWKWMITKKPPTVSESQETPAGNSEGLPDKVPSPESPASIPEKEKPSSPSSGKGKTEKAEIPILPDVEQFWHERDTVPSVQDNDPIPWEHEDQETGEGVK
The depositor's hits bear a star; / = no result given; & = joins results of further samples.

Results follow in this order: FBW7 act	MITF inh	TEAD-YAP inh	GPR151 activ
1) CN1C(=O)/C(=c2/s/c(=C3\Sc4ccccc4N3C)c(=O)n2C)SC1=S
  0.1	-16	-11	-1.1
2) CCN(CC(=O)NCc1ccc(F)cc1)CC(=O)Nc1ccccc1-c1ccccc1
  -0.1	16	6	1.0
3) CCOC(=O)c1c(NC(=O)CSc2nnc3c4ccccc4n(CCc4ccccc4)c3n2)sc2c1CCN(C)C2
  -0.1	-14	-4	0.8
4) O=C(CN1C(=O)C2(SCC(=O)N2c2cccc(Cl)c2)c2ccccc21)Nc1ccccc1F (stereo not drawn)
  -0.1	1	-6	-0.2
5) O=C(/C=C/Nc1ccc(F)cc1F)c1ccco1
  0.1	3	64*	-2.1
6) CCCCn1c(=O)c2c(nc3n(-c4ccc(C(=O)OCC)cc4)c(C)cn23)n(C)c1=O
  0.3	15	6	5.6*
7) CCOc1cc(/C=N/Nc2ccccn2)ccc1OCc1ccc(C(=O)OC)o1
  0.0	-8	-1	5.4*
8) Cn1c2ccccc2c2cnn(CC(=O)NCc3ccc(Cl)cc3)c(=O)c21
  -0.1	-4	7	-0.3
9) COC(=O)C1=C(C)NC2=C(C(=O)c3ccccc32)C1c1ccc(OC)c(Cl)c1 (stereo not drawn)
  0.1&0.1	18&5	1&-5	-1.5&-0.1
10) Cc1ccc2c(c1)c(=O)c1ccccc1n2CC(=O)Nc1ccc(F)cc1Cl
  -0.1	4	-2	-0.3
11) CC1CN(CCC(=O)N[C@@H](Cc2ccccc2)C(N)=O)Cc2ccccc2O1 (stereo partly drawn)
  0.1	15	4	0.4
12) O=C(NC12CC3CC(CC(C3)C1)C2)N1CCN(S(=O)(=O)c2ccc(Cl)cc2)CC1
  0.1	3	3	0.3
13) Cc1ncc2c(c1OC(=O)c1ccccc1)COC(C)OC2 (stereo not drawn)
  0.3	21	2	-1.8
14) O=C(COc1ccc(C(F)(F)F)cn1)Nc1ccc(C(F)(F)F)cc1
  0.2	-4	-6	1.8
15) Cc1ccc(CNC(=O)Cc2nc3nc(C)cc(C)n3n2)cc1
  0.0	5	0	1.7
16) O=C1CC(N(CCc2ccccc2)C(=O)c2cccc(F)c2)C(=O)N1c1ccc(Cl)cc1 (stereo not drawn)
  0.1	1	-13	-0.2
17) COc1ccc(CNC(=O)Cn2cnc3c2c(=O)n(C)c(=O)n3C)cc1
  -0.1	10	6	0.8
18) CCc1cccc(C)c1NC(=O)c1cc(S(=O)(=O)N2CCN(c3ccccn3)CC2)ccc1F
  -0.1	10	10	2.0
19) CCc1ccc(NC(=O)CCn2ccnc2C)cc1
  0.1	2	4	0.2
20) CC1(C)CC(N2COc3c(cc(Cl)c4cccnc34)C2)CC(C)(C)N1
  -0.3	52*	40*	-1.0
21) O=[N+]([O-])c1c(N2CCOCC2)cc(Cl)c2nonc12
  -0.2	10	-5	-0.6
22) CCCc1nc2n[nH]c(N)c2c2c1COC(C)(C)C2
  0.6	6	-3	1.7
23) Cc1cc(NC(=O)C(C)n2cc([N+](=O)[O-])cn2)ccc1Br (stereo not drawn)
  -0.2	10	-3	5.2*
24) COc1cccc2c1N(C(=O)C(Cc1ccccc1)N1C(=O)c3ccccc3C1=O)C(C)(C)c1ssc(=S)c1-2 (stereo not drawn)
  -0.1	-4	2	0.2
25) CCc1ccc(N2CCn3c2nc2c3c(=O)[nH]c(=O)n2C)cc1
  0.1	21	0	4.5
26) CC(C)c1onc(C(=O)Nc2cccc(O)c2)c1[N+](=O)[O-]
  -0.1	-7	15	-0.2
27) CC(C)CCNC(=O)Cn1[nH]c(=O)c2ccccc2c1=O
  0.1	-12	7	-0.3
28) CCCCCNC(=O)c1nnc2n(c1=O)CCN2c1ccccc1
  0.1	2	1	-1.5
29) COc1ccc(C(=O)Nn2nnc3ccccc3c2=O)cc1
  0.9	18	-53	-1.7
30) CCCCOc1ccc(C(=O)Nc2c3c(nn2-c2ccccc2C)CSC3)cc1
  -0.1	-5	2	-0.5
31) COc1ccc(CN2CCC3(CC2)CC3C(=O)NCCCc2ccccc2)cc1O (stereo not drawn)
  0.0	-18	-8	-0.1
32) COc1ccc(/C=C/C(=O)C2C(=O)COC2=O)cc1OC (stereo not drawn)
  -0.2	-6	3	0.1
33) COc1cc(Nc2nc(-c3csc4ccccc34)ncc2C)cc(OC)c1OC
  -0.2	10	-9	-0.6
34) O=C(CCn1c(=S)oc2ccccc21)NCCN1CCCCC1
  0.3	7	-3	-0.3
35) COc1ccc(NC(=O)c2cc(=O)c(OC)co2)c(OC)c1
  0.1	14	-4	-0.8
36) CCN(CC)C(=O)c1sc(NC(=O)c2cc(OC)c(OC)cc2OC)c(C#N)c1C
  -0.3	-18	11	0.7
37) N#CC1=C(N)OC2=C(C(=O)CCC2)C1c1ccc2ccccc2c1 (stereo not drawn)
  0.5	0	1	2.2
38) Cc1cc(NC2CC2)nc(N2CCOCC2)n1
  -0.1	1	-5	-1.1
39) Cc1cccc(NC(=O)N(Cc2nnc3n2CCCCC3)c2ccccc2)c1
  0.1	-7	-1	-1.6
40) Cc1ccc(N2C(=O)/C(=C/c3cccnc3)SC2=S)cc1
  0.0	1	3	0.1

In the list so far, 2 have a furan ring, fused or not.
Results follow in this order: FBW7 act	MITF inh	TEAD-YAP inh	GPR151 activ
5) O=C(/C=C/Nc1ccc(F)cc1F)c1ccco1
  0.1	3	64*	-2.1
7) CCOc1cc(/C=N/Nc2ccccn2)ccc1OCc1ccc(C(=O)OC)o1
  0.0	-8	-1	5.4*

Continuation.
Results follow in this order: FBW7 act	MITF inh	TEAD-YAP inh	GPR151 activ
41) COc1cc(OC)c(OC)cc1CN1CCN(Cc2ccc(F)cc2)CC1
  0.2	64*	2	2.5
42) Cc1onc(-c2ccccc2)c1C1=N/C(=C\c2ccccc2Cl)C(=O)O1
  0.0	-3	-5	-0.2
43) CCN(CC)CCCNC(=O)CNC(=O)c1nn(-c2ccc(OC)cc2)c(=O)c2ccccc12
  0.8	10	8	0.0
44) CC(=O)c1cccc(NC(=S)NNC(=O)c2cc(O)ccc2O)c1
  -1.0	16	-13	-0.6
45) CN(C)c1nc(Nc2ccc(OC(F)(F)F)cc2)nc(OCC(F)(F)F)n1
  1.1	15	4	0.6
46) COC(=O)c1cc2occc2n1CC(=O)Nc1ccc(C)cc1C
  -0.1	4	17	0.4
47) CSc1ccc(/C=N\NC(=O)CNc2ccccc2C)cc1
  0.0	12	0	2.5
48) O=[N+]([O-])c1ccc(Nc2nc(-c3ccncc3)cs2)cc1
  -0.1	51*	-15	0.4
49) C[C@H]1NC(=O)[C@@H]2C[C@H](NC(=O)Oc3ccc(F)cc3)CN2C1=O
  0.0	-5	0	-0.2
50) Cc1ccc(N=C2SCC(=O)N2Cc2ccccc2)cc1
  0.2	-6	-16	0.8
51) C[C@H](c1ccccc1)n1c(=O)[nH]c2ncc(-c3ccc(C(=O)N(C)C)cc3)nc21
  -0.3	16	1	-0.3
52) Cc1cc(NC(=O)c2cc(-n3cnnc3)ccc2Cl)no1
  0.1	6	10	2.6
53) COc1ccc(-n2nnnc2SCC(=O)c2ccc(Br)cc2)cc1
  0.2	17	11	-0.9
54) CCNc1cc(C(=O)Nc2ccc(NC(C)=O)cc2)ccn1
  0.7	16	0	-0.3
55) COc1ccc2c(c1)CC[C@@H]1[C@@H]2CC[C@]2(C)[C@@H](NCCCCCCN3C(=O)C=CC3=O)CC[C@@H]12
  0.1	27&17	/	-0.5&-0.2
56) CCOC(=O)c1c(C)n(-c2ccccc2)c2ccc(OC(=O)c3cc(OC)c(OC)c(OC)c3)cc12
  0.4	16	0	-1.3
57) CCOC(=O)N/N=C(\C)c1cc(Cl)ccc1Cl
  0.1	-2	4	0.5
58) CC(C)c1cc(CN2CCC(n3nccc3NC(=O)CCc3ccccc3)CC2)[nH]n1
  -0.2	-6	-6	0.3
59) CCCCCOC(=O)C1=C(C)Nc2nnnn2C1c1ccc(C)cc1 (stereo not drawn)
  0.0	-3	3	0.3
60) O=C(CSc1nc2c(cnn2-c2ccc(F)cc2)c(=O)[nH]1)N1CCCC1
  0.0	-6	5	0.6
61) COc1ccc(OC)c(NC(=O)Cn2cnc3sc(C)c(-c4ccccc4)c3c2=O)c1
  -0.2	-14	0	-0.2
62) O=C(O)c1ccc(NS(=O)(=O)c2ccc(Cl)c(Cl)c2)cc1
  0.0	7	13	-0.5
63) COC(=O)[C@H]1CN(C(=O)c2ccc(Cn3cccn3)o2)C[C@@H]1c1ccc(F)cc1
  -0.1	-3	-2	-0.6
64) CN1CCN(C(=O)c2ccc(-c3nc(C(=O)NCCc4ccc(O)cc4)cs3)cc2)CC1
  0.0	9	9	0.8
65) Oc1cccc(-c2cnc3c(NCc4ccc(F)cc4)nccn23)c1
  0.6	16	-8	-0.3
66) Cn1c(SCC(=O)Nc2ccc(OC(F)(F)F)cc2)nc2c1c(=O)n(Cc1ccc(Cl)cc1Cl)c(=O)n2C
  -0.1	-4	5	-0.2
67) COc1ccc(/C=N/NC(=O)C(C)Oc2cccc(Cl)c2)cc1 (stereo not drawn)
  -0.1	-17	6	-0.1
68) CCN(C(=O)CSc1nccc(=O)[nH]1)C1CCCCC1
  0.0	4	6	-1.0
69) COc1ccc(CC(=O)Nc2ccccc2NC(C)=O)cc1OC
  -0.1	0	3	0.9
70) CCOC(=O)CSc1ccc2nnc(-c3cccc(F)c3)n2n1
  0.0	20	-1	1.1
71) O=C(O)c1cc([N+](=O)[O-])ccc1C(=O)Nc1ccccc1
  0.0	1	-6	-1.0
72) CN1CCCC(OC(=O)c2cc(F)c(F)c(F)c2F)C1 (stereo not drawn)
  0.6	15	6	2.5
73) CC(=O)c1ccc(NC(=S)NNC(=O)c2cc(Br)ccc2O)cc1
  -0.2	15	3	-0.4
74) O=S(=O)(c1ccccc1)c1nc(-c2ccco2)oc1NCCCn1ccnc1
  -0.1	1	-5	0.4
75) Cc1ccc(S(=O)(=O)NCCCCCc2nc3ccccc3[nH]2)cc1
  0.1	-1	-5	1.0
76) CCCOC(=O)c1c(C)oc2c1cc(NS(=O)(=O)c1ccc(OCC)cc1)c1ccccc12
  -0.1	-1	53*	-1.4
77) CCCc1cc(C(=O)Nc2ccc(C(C)=O)cc2)no1
  -0.1	-13	-9	-1.7
78) O=C1NC(c2ccc(Cl)cc2)c2c1oc1ccccc1c2=O (stereo not drawn)
  0.3	-1	-1	1.1
79) N#Cc1ccc(NC(=O)/C=C/c2ccccc2)cc1
  0.3	9	-73	-1.8
80) Cn1ccnc1N1CCN(CC(=O)Nc2cccc(F)c2)CC1
  0.3	2	1	-0.9
81) CCOc1ccc(C2CC(=O)NC3=C2C(=O)CC(c2ccc(OC)c(OC)c2)C3)cc1 (stereo not drawn)
  0.6	21	12	-0.4
82) CCC(C)NC(=O)c1ccc(CNS(=O)(=O)c2ccc(F)cc2)cc1 (stereo not drawn)
  0.1	-3	-13	0.9
83) CSc1oc(-c2ccccc2)nc1C(N)=O
  0.4	9	2	-1.0
84) CN1C(=O)/C(=C/c2ccc(-c3ccc(S(N)(=O)=O)cc3)o2)SC1=S
  0.0	18	-1	-0.8
85) C=CCNC(=S)Nc1cc(C)cc(C)c1
  0.0	-22	7	-0.1
86) CC(=O)NCCn1c(SCC(=O)NCCC2=CCCCC2)nc2ccccc2c1=O
  0.0	-2	7	1.9
87) N#CCC(=O)N/N=C/c1cn(CC(=O)Nc2ccc(F)cc2)c2ccccc12
  0.0	1	11	1.7
88) O=C(N/N=C/c1ccc(O)cc1O)c1cc(-c2ccccn2)nc2ccccc12
  -0.8	39	10	1.5
89) CC(C)C12CN3CC(C(C)C)(CN(C1)C3c1ccc([N+](=O)[O-])o1)C2=O (stereo not drawn)
  0.0	6	12	-1.1
90) CCN(CC)CCOc1ccc(/C(C)=N/O)cc1
  0.0	-14	-6	0.3
91) Cc1cccc(N2C(=O)CC(Cc3ccccc3)C2=O)n1 (stereo not drawn)
  -0.1	5	6	0.9
92) CCOc1ccc2c(c1)=C(c1sc(=S)n(Cc3ccccc3)c1O)C(=O)N=2
  0.5	0	-3	0.3
93) CCc1ccc(CN2CCN(C(=O)c3ccc(F)cc3)CC2)cc1
  -0.1	47	37*	0.1
94) CN(Cc1ccccc1)c1ccnc2c(-c3cccc(O)c3)cnn12
  0.1	-9	90*	0.7
95) Cc1c(Cl)cccc1NC(=O)CSc1nnc2ncccn12
  0.1	27	14	0.0
96) Cc1ccc(S(=O)(=O)Nc2c(-c3ccccc3)c3cc(Br)ccc3[nH]c2=O)cc1
  0.1	0	-1	0.0
97) CCOC(=O)C1=C(N)Oc2n[nH]c(C)c2C1c1cc([N+](=O)[O-])ccc1O (stereo not drawn)
  0.2	11	14	3.2
98) CC(=O)Nc1ccc(Nc2nc(-c3ccccc3)cs2)cc1
  0.0	-20	-63	1.1
99) CCNCC(=O)Nc1ccccc1C(F)(F)F
  0.6	10	-8	-0.1
100) Cc1cc2nnc(SC(C(=O)NC(N)=O)C(C)C)n2c2ccccc12 (stereo not drawn)
  -0.1	6	2	0.0
101) CCC(C)C(=O)NCc1nnc2n1CCN(Cc1cccc(Oc3ccccc3)c1)CC2 (stereo not drawn)
  0.2	13	17	-1.0

From no. 1 up to 3, copied from above:
Results follow in this order: FBW7 act	MITF inh	TEAD-YAP inh	GPR151 activ
1) CN1C(=O)/C(=c2/s/c(=C3\Sc4ccccc4N3C)c(=O)n2C)SC1=S
  0.1	-16	-11	-1.1
2) CCN(CC(=O)NCc1ccc(F)cc1)CC(=O)Nc1ccccc1-c1ccccc1
  -0.1	16	6	1.0
3) CCOC(=O)c1c(NC(=O)CSc2nnc3c4ccccc4n(CCc4ccccc4)c3n2)sc2c1CCN(C)C2
  -0.1	-14	-4	0.8
